From PubChem BioAssay
FXIIa inh: human FXIIa protease inhibitors, primary screen, biochemical, 1536-well; Coagulation factor XII (Homo sapiens), P00748; purified FXIIa, Boc-QGR-AMC fluorogenic substrate, 2 h; inhibition, % at 5 µM; 220,000 compounds, 0.3% hits; in the data active = inhibition above about 40%;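 note: 0% = enzyme with no compound and 100% = blank without enzyme; many of its hits are not listed in these tables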
Wee1 degr inh: Wee1 degradation inhibitors, primary screen, cell-based, HeLa, Wee1K328M-luciferase, luminescence. Wee1-like protein kinase (Homo sapiens), P30291. HeLa Luc-Wee1K328M stability; 100% = proteasome inhibitor MG132 effect. reporter increase, % at 5 µM. 220,000 compounds, 1.2% hits;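 active = activation above the mean of all tested compounds plus 3 SD, set per screening run, cut at about 8.8% in these data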;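 note: cells exposed to compound for 20 h before luminescence read; 0% = DMSO alone and 100% = MG132 at 30 µM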
KCC2 mod: KCC2 cotransporter modulators, thallium flux, primary screen, cell-based, HEK293 KCC2, FluoZin-2 fluorescence, MLSMR; Solute carrier family 12 member 5 (Homo sapiens), Q9H2X9; KCC2 cells, thallium flux FluoZin-2 fluorescence; B-score of Tl+ flux slope (higher = more flux/activation; lower = inhibition) at 10 µM; 190,000 compounds, 2.2% hits; AID 1456, 2008;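 active = thallium flux slope and its plate-corrected score both differing from the plate sample mean at a set confidence after two filtering rounds, in either direction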;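 note: slope of fluorescence scaled to starting intensity during 10 to 20 s after thallium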
Furin inhibitor: human furin inhibitors, primary screen, biochemical, fluorescence intensity | purified furin, fluorogenic substrate cleavage | inhibition, % at 30 µM | 220,000 compounds, 0.061% hits; in the data active = inhibition above about 25%; note: inactives centre near -15
p97 ATPase inh: inhibitors of human p97 ATPase, primary screen, biochemical | Transitional endoplasmic reticulum ATPase (Homo sapiens), P55072 | recombinant p97 ATPase, Kinase-Glo ATP luminescence, 3 h | inhibition, % at 8 µM | 220,000 compounds, 0.42% hits; in the data active = inhibition above about 15%;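 note: 0% = DMSO vehicle and 100% = wells lacking enzyme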
hK5 inh: human KLK5 protease inhibitors, primary screen, biochemical, 1536-well. recombinant hK5, fluorogenic AMC substrate cleavage. inhibition, % at 5 µM. 210,000 compounds, 0.59% hits. AID 873, 2007;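 active = inhibition of 40% or more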;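 note: 0% = enzyme controls without compound and 100% = no-enzyme blanks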
Target sequence (Q9Y337 67-293 limits assumed): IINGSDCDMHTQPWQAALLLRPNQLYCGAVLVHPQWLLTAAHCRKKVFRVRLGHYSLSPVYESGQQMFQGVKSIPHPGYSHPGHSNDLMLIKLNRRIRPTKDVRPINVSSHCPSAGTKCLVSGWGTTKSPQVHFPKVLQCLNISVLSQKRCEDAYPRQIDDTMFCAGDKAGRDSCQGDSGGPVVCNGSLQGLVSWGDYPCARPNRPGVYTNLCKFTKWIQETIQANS
Thrombin inh: human alpha-thrombin inhibitors, primary screen, counter-screen for coagulation protease inhibitor project, biochemical, 1536-well, fluorogenic AMC substrate; Boc-VPR-AMC fluorogenic substrate cleavage; Prothrombin (Homo sapiens), P00734; AID 1046, 2008; inhibition, % at 5 µM; 220,000 compounds, 0.26% hits;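 active = inhibition at or above 40%; inactive = inhibition below 40%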;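 note: 0% = enzyme with no compound and 100% = wells without enzyme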
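Material: human alpha-thrombin protein. Incubation: reaction at ambient temperature. Technique: fluorescence of released AMC, ex 355 nm, em 460 nm. Control set: no-compound enzyme wells and no-enzyme blanks. Also added: Boc-VPR-AMC substrate, 15 µM final. Buffer or medium: pH 7.5 Tris (50 mM) with NaCl 150 mM, Tween 20 0.05%.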
FXIa inh: human FXIa protease inhibitors, primary screen, biochemical, 1536-well; Coagulation factor XI (Homo sapiens), P03951; purified FXIa, Boc-Glu-Ala-Arg-AMC fluorogenic substrate; inhibition, % at 5 µM; AID 798, 2007; 220,000 compounds, 0.14% hits;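 active = inhibition of at least 40%; inactive = inhibition below 40%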;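 note: fluorescence of freed AMC excited at 355 nm; 0% = enzyme without compound and 100% = no enzyme blank; many of its hits are not listed in these tables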
Target sequence (P03951 19-387 limits assumed): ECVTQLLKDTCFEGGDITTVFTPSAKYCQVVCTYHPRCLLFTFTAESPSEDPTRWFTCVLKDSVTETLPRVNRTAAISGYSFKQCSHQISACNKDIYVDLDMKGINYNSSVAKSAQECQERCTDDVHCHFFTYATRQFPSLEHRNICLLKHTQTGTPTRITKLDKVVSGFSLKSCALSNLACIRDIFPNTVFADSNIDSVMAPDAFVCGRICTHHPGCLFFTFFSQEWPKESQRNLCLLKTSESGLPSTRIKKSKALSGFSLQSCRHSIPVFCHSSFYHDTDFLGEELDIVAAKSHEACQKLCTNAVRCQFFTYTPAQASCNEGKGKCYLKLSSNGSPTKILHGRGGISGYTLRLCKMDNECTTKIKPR
Target sequence (P03951 388-625 limits assumed): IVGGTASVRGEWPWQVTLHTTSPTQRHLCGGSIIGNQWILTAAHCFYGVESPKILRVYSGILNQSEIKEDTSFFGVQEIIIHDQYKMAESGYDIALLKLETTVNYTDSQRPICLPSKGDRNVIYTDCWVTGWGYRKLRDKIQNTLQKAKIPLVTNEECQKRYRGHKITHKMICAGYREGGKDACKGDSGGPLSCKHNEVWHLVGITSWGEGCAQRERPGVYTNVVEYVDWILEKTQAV
PERK inhibitor: block of dimerizer-induced PERK translation repression, primary screen, PERK inhibitor project, CHO PERK-DD cells, SEAP luminescence, HTS. Eukaryotic translation initiation factor 2-alpha kinase 3 (Homo sapiens), Q9NZJ5. CHO PERK-DD fusion, SEAP luminescence translation reporter. inhibition, % at 5.6 µM. 220,000 compounds, 0.17% hits;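 active = inhibition above the mean inhibition of all tested compounds plus 3 SD, set separately per screening campaign, cut at about 2.9% in these data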;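 note: PERK kinase domain activated by AP20187 dimerizer at 100 nM; 0% = DMSO with dimerizer and 100% = rapamycin at 8.4 µM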
* = called active by the depositor; nt = no result given; [ ] = remark or other dose. The order is random, and some 4.4% of all compounds hit somewhere here.

SMILES | FXIIa inh | Wee1 degr inh | KCC2 mod | Furin inhibitor | p97 ATPase inh | hK5 inh | Thrombin inh | FXIa inh | PERK inhibitor
Cc1ccc(C(=O)Cn2cccn2)cc1 | 10 | 2 | 0.088 | -15 | 4 | 0 | -6 | 0 | 0.6
O=C(Nc1ccc2c(c1)C(=O)N(CC1CCCO1)C2=O)c1ccc(Cl)c(Cl)c1 (stereo unspecified) | 1 | 0 | 0.081 | -17[20 µM] | 0 | -28 | -1 | -14 | 1.2
O=C(N/N=C/C1CC=CCC1)c1ccccc1O (stereo unspecified) | 0 | 0 | 0.41 | -8[20 µM] | -3 | -2 | 2 | -1 | 1.0
CCOc1ccc(N2CC(C(=O)Nc3cccc(S(=O)(=O)NC4=NCCC4)c3)CC2=O)cc1 (stereo unspecified) | 6 | 1 | 1.8 | -21 | 1 | -2 | -3 | -4 | 0.7
O=C(c1ccco1)N1CCN(S(=O)(=O)c2cccc(C(F)(F)F)c2)CC1 | -8 | 1 | nt | -7 | -4 | -24 | -6 | -10 | 0.1
Cc1cccc(CN(CC(=O)N/N=C/c2ccco2)S(=O)(=O)c2ccc(Cl)cc2)c1 | 18 | 0 | 0.11 | -7[20 µM] | -4 | -9 | -5 | 6 | -1.6
Cc1ccc(NC(=O)CSc2nnc(CNC(=O)c3cccs3)o2)c(C)c1 | -5 | -4 | 0.31 | -19 | -1 | -25 | 1 | -7 | 0.7
Cc1c(CCC(=O)O)c(=O)oc2c(C)c(OCc3cc4c(cc3Cl)OCO4)ccc12 | -2 | 1 | -0.11 | -18 | 2 | -1 | -7 | -1 | 1.1
O=C(c1ccccc1)N1CN2CN(C(=O)c3ccccc3)CC([N+](=O)[O-])(C2)C1 | -1 | 1 | 0.95 | -18 | 4 | -6 | -10 | -13 | -0.3
CCN(c1ccc(OCC(=O)OCC(=O)Nc2ccc(F)c(F)c2F)cc1)S(=O)(=O)c1ccccc1 | 21 | 4 | -0.38 | -4 | -3 | 30 | 27 | 15 | 0.6
COCCCNCC(O)C(F)(F)F (stereo unspecified) | 9 | -2 | 1.5 | -14 | 8 | -5 | 0 | 2 | 0.9
Cc1nc2oc3ccc(F)cc3c(=O)c2cc1C(=O)NC(C)(C)C | 10 | 3 | 0.45 | -6 | -2 | 6 | -3 | 2 | 1.7
COc1ccc([N+](=O)[O-])cc1NC(=O)COC(=O)/C=C/c1ccco1 | 13 | 0 | -3.7* | -31 | 3 | -11 | 2 | 3 | 2.0
Cc1cc(=O)oc2cc(NS(=O)(=O)c3ccccc3)ccc12 | -55 | -1 | -0.26 | -80 | 9 | -44 | -44 | -47 | 0.8
FC(F)Oc1ccc(/C=N/c2c(-c3ccc(OC(F)F)cc3)nc3n2CCS3)cc1 | 14 | 0 | -1.4 | -16[20 µM] | -2 | 1 | 4 | 6 | 0.2
Cc1cc(NC(=O)CSc2nnc(-c3ccco3)n2Cc2ccco2)no1 | 14 | -1 | 0.062 | -20 | -1 | -21 | 3 | -1 | 0.2
CC(SCc1ccccc1)C(=O)NCc1ccccn1 (stereo unspecified) | 12 | 1 | 0.29 | -13 | 6 | 12 | 5 | -3 | -0.2
O=C(CN(CC1CCCO1)C(=O)CCC(=O)Nc1nccs1)NCc1ccc2c(c1)OCO2 (stereo unspecified) | 11 | 0 | -0.0062 | -20 | 3 | 4 | 5 | 2 | 0.2
Cc1ccc(C)c(C(=O)CN2C3=NCCCN3c3ccccc32)c1 | 16 | 3 | 0.023 | -2[20 µM] | -2 | 2 | -1 | 1 | -0.7
CCCCCCCCNC(=O)CCNC(=O)c1ccc(C(C)(C)C)cc1 | -1 | -1 | 0.023 | 7[20 µM] | -4 | -4 | -2 | 8 | -2.2
O=C(COc1ccc([N+](=O)[O-])cc1)NN=C1CCCC1 | -6 | -1 | -0.59 | -14[20 µM] | -6 | 55* | 29 | 5 | 0.3
COCCNC(=O)c1ccc2ccccc2n1 | 24 | 6 | -0.028 | -16 | 1 | -5 | 4 | 14 | 2.1
O=C(CN1CCN(C(=O)c2ccco2)CC1)Nc1ccc2c(c1)OCO2 | nt | 0 | -0.4 | -15[20 µM] | -3 | nt | nt | nt | 0.0
O=C(Nc1nc(-c2ccc(-c3ccccc3)cc2)cs1)C1=COCCO1 | 13 | 0 | 0.052 | -21 | 7 | -1 | 2 | 16 | 1.4
CCOCCCNC(=O)CCNS(=O)(=O)c1ccc(C)cc1 | 12 | 0 | 0.54 | -18[20 µM] | 4 | -21 | -4 | -2 | 0.7
CCOc1ccc(S(=O)(=O)N2CCN(Cc3ccccc3)CC2)c2cccnc12 | 2 | 0 | nt | -19 | -5 | -4 | -6 | -5 | -0.7
COc1ccc(C(=O)N/N=c2\oc3ccccc3cc2C(=O)NCc2ccccc2)cc1 | 30 | 1 | -0.003 | -10 | 2 | -9 | -3 | 24 | 1.1
CN1CCN(NC(=O)c2ccc(S(=O)(=O)N3CC4(C)CC3CC(C)(C)C4)cc2)CC1 (stereo unspecified) | -3 | -1 | -1.2 | -4 | 0 | -4 | -7 | -3 | -1.4
COc1ccccc1C(=O)C1CCCN(Cc2cn[nH]c2C2CCCCC2)C1 (stereo unspecified) | 13 | -2 | 0.71 | -24 | 1 | nt | -3 | 0 | -0.2
Nc1nc2ccc(C(=O)Nc3ccccc3)cc2s1 | 10 | 15* | -0.28 | -32 | 7 | -2 | -8 | 2 | 0.1
CCOc1ccc(Oc2cc(NC(=O)c3ccco3)cc([N+](=O)[O-])c2)cc1 | 12 | -3 | -0.033 | -16[20 µM] | -1 | 2 | 3 | 2 | 0.8
O=C(CSCc1ccc(Br)cc1)N=Nc1c(O)[nH]c2ccccc12 | 4 | 0 | 10* | -19 | -3 | -15 | -8 | -4 | 0.3
O=C(NC1CCCCC1)N(CCN1CCCC1)Cc1cc2cc3c(cc2[nH]c1=O)OCCO3 | 15 | -2 | nt | -26 | 3 | -12 | 4 | 6 | -0.1
O=C(NCCCO)C12CC3CC(CC(C3)C1)C2 | nt | -2 | 0.49 | -31[20 µM] | 3 | nt | nt | nt | 1.1
O=C1c2ccccc2C(O)(Cc2ccccc2)N1c1ccc2c(c1)OCO2 (stereo unspecified) | 10 | 2 | -0.63 | -10 | 5 | -5 | 0 | -3 | 0.3
COc1ccccc1NC(=O)C1=C(C)NC(=O)NC1c1ccccc1F (stereo unspecified) | 11 | -4 | 0.14 | -13 | 2 | -1 | -1 | -1 | 1.4
Oc1[nH]c2ccccc2c1C=Nc1ccc2c(c1)OCO2 | 10 | 1 | -1.2 | 4 | 0 | 8 | 2 | 7 | -0.1
NC(=S)N/N=C/c1ccc(-c2cc(Cl)c(Cl)cc2Cl)o1 | 9 | -3 | nt | -24 | -1 | -4 | -11 | -3 | 0.1
Cc1ccc(N=Cc2ccc(N(C)C)cc2)cc1C | 10 | -2 | -0.25 | -20 | 2 | -6 | 2 | -5 | 0.3
CCN(CC)CCNC(=O)CSc1c2c(nc3cc(Cl)ccc13)CCCC2 | 1 | 0 | -0.41 | -17 | 3 | -2 | -2 | -5 | 0.3
O=S(=O)([N-]c1nc2ccccc2nc1-[n+]1ccccc1)c1ccc(Cl)cc1 | 19 | 0 | -0.22 | -12 | -5 | -34 | -5 | 19 | -0.9
CNS(=O)(=O)c1cccc(C(=O)OCC(=O)Nc2ccc(-c3nc4ccc(C)cc4s3)cc2)c1 | 7 | 5 | 0.87 | -16 | -2 | 1 | -6 | -2 | 1.3
COCCN1C(=O)C(=O)/C(=C(/O)c2ccc(OC(C)C)cc2)C1c1cccnc1 (stereo unspecified) | 6 | 1 | -0.05 | -11[20 µM] | 4 | -1 | -5 | -13 | 0.3
CC(=O)c1sc(NC(=O)c2ccc(C)cc2)nc1C | 8 | 5 | 0.025 | 26*[20 µM] | 8 | 23 | -5 | -5 | 0.7
COc1ccc(C2CC(c3ccccc3)=NN2S(=O)(=O)c2ccccc2)cc1 (stereo unspecified) | 5 | 3 | -0.77 | -14 | 8 | 2 | -7 | 4 | -0.4

3 entries out of the list, sorted by count of non-hydrogen atoms, smallest number first.
SMILES | FXIIa inh | Wee1 degr inh | KCC2 mod | Furin inhibitor | p97 ATPase inh | hK5 inh | Thrombin inh | FXIa inh | PERK inhibitor
CC(=O)c1sc(NC(=O)c2ccc(C)cc2)nc1C | 8 | 5 | 0.025 | 26*[20 µM] | 8 | 23 | -5 | -5 | 0.7
COc1ccccc1NC(=O)C1=C(C)NC(=O)NC1c1ccccc1F (stereo unspecified) | 11 | -4 | 0.14 | -13 | 2 | -1 | -1 | -1 | 1.4
COc1ccc(C2CC(c3ccccc3)=NN2S(=O)(=O)c2ccccc2)cc1 (stereo unspecified) | 5 | 3 | -0.77 | -14 | 8 | 2 | -7 | 4 | -0.4

The list goes on.
SMILES | FXIIa inh | Wee1 degr inh | KCC2 mod | Furin inhibitor | p97 ATPase inh | hK5 inh | Thrombin inh | FXIa inh | PERK inhibitor
Cn1ncc(N=Cc2ccccc2O)c1C(=O)N1CCOCC1 | 4 | -2 | -0.23 | -16 | 4 | -20 | -4 | 3 | 0.4
Cc1cccc(NC(=O)CSc2nnc(-c3n[nH]c4ccccc34)o2)c1 | 14 | 2 | -0.28 | -17 | 11 | -1 | -2 | 5 | 1.1
CCC(=O)N1CCc2cc(Br)cc(S(=O)(=O)NCCN3CCCCC3C)c21 (stereo unspecified) | 13 | 1 | 0.56 | -22 | 5 | -5 | -5 | -5 | -0.5
O=C(c1ccc2c(c1)OCCO2)C1CCN(S(=O)(=O)c2cccc(F)c2)CC1 | 10 | 0 | -0.65 | -19 | 2 | -2 | -7 | 4 | -0.9
O=[N+]([O-])c1cccc(-c2cn3nc(-c4ccccc4)c(-c4ccccc4)nc3n2)c1 | 7 | 3 | 0.71 | -4 | 1 | -3 | 0 | 3 | 1.3
CC(=O)Nc1ccccc1Sc1ccccc1 | -3 | 2 | nt | -21[20 µM] | 3 | 5 | -8 | -3 | 0.7
CCOC(=O)NCc1ccc2c(c1)OCO2 | 13 | -1 | -0.052 | -3 | -6 | 3 | 0 | -3 | 0.0
COc1ccccc1/C=C/C(=O)NCCC1=CCCCC1 | 5 | 1 | -0.19 | -22 | 4 | 1 | -4 | 0 | 1.4
COc1ccc(S(=O)(=O)N=C2C=C(C)C(=O)C(C)=C2)cc1 | 17 | 0 | 0.92 | -20 | 5 | 0 | 1 | -3 | 0.4
O=C(CCN1CCN(CCO)CC1)Nc1ccc(Br)cc1 | 2 | -1 | 0.97 | -20 | 5 | -5 | -5 | -4 | -0.4
Cc1cc(C(=O)NC(C)c2ccc3c(c2)OCO3)cs1 (stereo unspecified) | -3 | -1 | 0.32 | -23[20 µM] | 4 | 5 | -6 | -2 | 1.8
Cc1ccc(C)c(NC(=O)C2CC(O)CN2C(=O)OC(C)(C)C)c1 (stereo unspecified) | 16 | 0 | nt | -11 | -1 | -6 | 2 | 4 | 0.3
